Screens: PubChem BioAssay, The Scripps Research Institute Molecular Screening Center
proKLK7 act = proKLK7 zymogen activators, primary screen, biochemical, fluorescence intensity; AID 652039, 2013; purified proKLK7, EDANS-DABCYL substrate fluorescence; 100% is mature enzyme control, 0% vehicle; actives 0.9% (n = 370,000); activation, % at 7 µM; Kallikrein-7 (Homo sapiens), P49862;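 active = activation above the mean of all tested compounds plus 3 SD, computed per campaign excluding outliers beyond control limits, cut at about 13% in these data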
ADAM17 inh = ADAM17 inhibitors, primary screen, biochemical, QFRET; recombinant ADAM17, EDANS/DABCYL FRET peptide cleavage; inhibition, % at 6.95 µM; actives 0.83% (n = 370,000); AID 720648, 2013;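 active = inhibition above the mean of compounds lying between control limits plus 3 SD, set per campaign, cut at about 8.5% in these data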;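 also: 0% = DMSO-only wells as the low control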
ARFGAP1 inhibitor = inhibitors of rat ARFGAP1 GAP activity, primary screen, biochemical, fluorescence polarization, GDP tracer | ADP-ribosylation factor GTPase-activating protein 1 (Rattus norvegicus), Q62848 | Arfgap1-stimulated ARF1 GTP hydrolysis, GDP FP detection | inhibition, % at 16.5 µM | actives 0.26% (n = 360,000) | AID 651572, 2012;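 active = inhibition above a per-plate limit, mean inhibition of low control wells plus 3 SD, cut at about 25% in these data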;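 also: 0% = DMSO wells with enzyme and 100% = wells lacking Arfgap1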
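Replicates: Single well per compound | Assay system: Truncated rat Arfgap1 GAP domain | Control set: No-Arfgap1 wells (100%) versus DMSO full-reaction wells (0%) | Times: Enzyme reaction 120 min at 25 °C after 20 min preincubation | Reagent: Human ARF1(Δ1-17)-GTP substrate | Measured by: Tracer-displacement fluorescence polarization with EDTA stop, 620/688 nm | Measure: Percent inhibition of Arfgap1-stimulated GTP hydrolysis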
DDE Tn6 FP inh = inhibitors of Tn6 peptide binding to fibrin DD(E), primary screen, biochemical, fluorescence polarization, human fibrin, Tn6 probe. actives 0.21% (n = 370,000). Fibrin DD(E) TRITC-Tn6 fluorescence polarization displacement. Fibrinogen beta chain (Homo sapiens), P02675. inhibition, % at 8.3 µM;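 active = inhibition above a per-campaign cutoff: mean of compounds within control limits plus 3 SD, cut at about 15% in these data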;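 also: 0% = median of all compound wells on the plate and 100% = blocking peptide control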
ASAP1 inh = inhibitors of human ASAP1 ArfGAP activity, primary screen, biochemical, fluorescence polarization; Arf-GAP with SH3 domain, ANK repeat and PH domain-containing protein 1 (Homo sapiens), …; ASAP1-stimulated ARF1 GTP hydrolysis, GDP FP detection; inhibition, % at 16.5 µM; actives 0.19% (n = 360,000); in the data active = inhibition above about 25%;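 also: 0% = vehicle with enzyme and substrate and 100% = no enzyme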
PLCg1 inh = PLC-gamma1 enzyme inhibitors, primary screen, biochemical, fluorescence, purified enzyme; 1-phosphatidylinositol 4,5-bisphosphate phosphodiesterase gamma-1 (Homo sapiens), P19174; fluorogenic substrate; inhibition, % at 12.2 µM; actives 0.84% (n = 370,000); in the data active = inhibition above about 9.5%
Target sequence (P19174 whole entry, looked up): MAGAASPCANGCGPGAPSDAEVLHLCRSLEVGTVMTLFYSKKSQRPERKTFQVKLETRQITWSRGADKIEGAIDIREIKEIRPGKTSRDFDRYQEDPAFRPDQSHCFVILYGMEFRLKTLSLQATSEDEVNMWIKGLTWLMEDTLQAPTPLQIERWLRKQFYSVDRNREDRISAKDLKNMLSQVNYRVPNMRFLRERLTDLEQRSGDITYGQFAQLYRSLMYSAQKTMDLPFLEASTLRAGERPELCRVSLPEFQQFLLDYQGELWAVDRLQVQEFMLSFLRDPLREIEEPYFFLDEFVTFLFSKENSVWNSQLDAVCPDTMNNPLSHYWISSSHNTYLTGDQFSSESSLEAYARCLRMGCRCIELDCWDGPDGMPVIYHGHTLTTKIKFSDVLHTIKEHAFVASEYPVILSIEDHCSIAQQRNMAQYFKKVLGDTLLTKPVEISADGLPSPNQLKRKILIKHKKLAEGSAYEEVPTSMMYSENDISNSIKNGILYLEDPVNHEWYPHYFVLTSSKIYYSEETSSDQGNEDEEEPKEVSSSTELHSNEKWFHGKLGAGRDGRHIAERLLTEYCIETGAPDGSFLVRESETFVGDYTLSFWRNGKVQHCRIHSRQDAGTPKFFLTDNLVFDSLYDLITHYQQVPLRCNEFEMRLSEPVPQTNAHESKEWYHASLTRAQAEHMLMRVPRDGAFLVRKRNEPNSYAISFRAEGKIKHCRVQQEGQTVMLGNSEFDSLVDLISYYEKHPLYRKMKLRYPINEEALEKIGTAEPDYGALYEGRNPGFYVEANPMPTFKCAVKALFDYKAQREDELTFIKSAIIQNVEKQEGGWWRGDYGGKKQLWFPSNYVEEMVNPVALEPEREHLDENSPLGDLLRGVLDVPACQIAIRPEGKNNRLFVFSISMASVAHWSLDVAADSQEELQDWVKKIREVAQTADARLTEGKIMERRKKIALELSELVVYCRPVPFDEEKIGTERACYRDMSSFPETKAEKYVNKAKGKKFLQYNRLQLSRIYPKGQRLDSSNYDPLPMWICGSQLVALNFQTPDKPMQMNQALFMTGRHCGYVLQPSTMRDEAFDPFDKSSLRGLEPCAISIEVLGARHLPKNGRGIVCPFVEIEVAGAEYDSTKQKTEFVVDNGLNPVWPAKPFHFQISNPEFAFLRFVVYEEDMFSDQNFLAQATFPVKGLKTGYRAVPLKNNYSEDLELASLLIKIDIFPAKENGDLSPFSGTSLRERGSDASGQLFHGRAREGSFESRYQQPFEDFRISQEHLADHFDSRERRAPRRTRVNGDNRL
ADAM10 inh = human ADAM10 inhibitors, primary screen, biochemical, QFRET, HTS. Disintegrin and metalloproteinase domain-containing protein 10 (Homo sapiens), O14672. recombinant ADAM10, EDANS/DABCYL FRET peptide cleavage, 3 h. inhibition, % at 7 µM. actives 0.62% (n = 370,000);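 active = inhibition above a per-campaign cutoff equal to the mean of compounds falling between control-based bounds plus 3 SD, cut at about 20% in these data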;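 also: 0% = DMSO wells while the 100% control is not disclosed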
LEDGF integ inh = blockers of LEDGF/p75-dependent integrase strand transfer – biochemical, TR-FRET, high throughput, primary screen; HIV-1 integrase (with human LEDGF/p75); TR-FRET IN-LEDGF/p75 DNA integration, Eu/Cy5; inhibition, % at 3.7 µM; actives 0.64% (n = 370,000);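 active = inhibition above the screen-wide mean plus 3 SD, cut at about 13% in these data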;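 also: signal is the Cy5 over europium emission ratio at 671 and 618 nm; 0% = plate median of compound wells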
TDP2 absorb = human TDP2 enzyme inhibitors, primary screen, biochemical, epi absorbance, recombinant enzyme; T5PNP hydrolysis, p-nitrophenol absorbance 415 nm; inhibition, % at 12.8 µM; actives 0.34% (n = 370,000); AID 720702, 2013;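 active = inhibition above the mean of all tested compounds plus 3 SD, set per campaign, cut at about 25% in these data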;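 also: 0% = DMSO with enzyme and 100% = buffer with substrate but no TDP2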
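Assay system: recombinant human TDP2 / Reagent: T5PNP substrate at 5 mM, a TopII-DNA adduct mimic / Measured by: epi absorbance from released p-nitrophenol / Evaluation: % inhibition relative to enzyme-containing and enzyme-free wells / Control set: enzyme-free and DMSO wells / Replicates: each compound tested once, singlicate / Schedule: enzyme reaction with compound for 2 h at 37 °C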
DDE Tn7 FP inh = inhibitors of Tn7 peptide binding to fibrin DD(E), primary screen, biochemical, fluorescence polarization, human fibrin, Tn7 probe | Fibrinogen beta chain (Homo sapiens), P02675 | FP displacement of FITC-Tn7 peptide from fibrin DD(E); 0% = median of compound wells per plate | inhibition, % at 8.3 µM | actives 0.13% (n = 370,000) | AID 720508, 2013;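 active = inhibition above the mean of compounds falling within the control limits plus 3 SD of them, cut at about 14% in these data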;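 also: 0% = plate median of compound wells and 100% = 10 µM Aha-Tn7 peptide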
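Test system – human fibrin DD(E) · Times – 10 min preincubation, 3 h with tracer, room temperature · Detection – fluorescence polarization of the labelled Tn7 tracer · Measure – percent inhibition normalized to high-control wells · Benchmarks – high control wells with 10 µM unlabelled Aha-Tn7 peptide (full inhibition) · Repeats – singlicate testing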
An asterisk follows results filed as active; i = inactive; / = no result given.

SMILES	proKLK7 act	ADAM17 inh	ARFGAP1 inhibitor	DDE Tn6 FP inh	ASAP1 inh	PLCg1 inh	ADAM10 inh	LEDGF integ inh	TDP2 absorb	DDE Tn7 FP inh
CNC(=S)NNC(=O)c1cccn(Cc2cccc(Cl)c2)c1=O	15*	-24	5	8	-10	-15	-150	-1	5	1
Fc1ccc(NC(=S)N2CCCC(c3ccccc3)=N2)cc1	0.3	2	5	1	-4	3	7	-3	8	9
O=C(CSc1ncccn1)Nc1ccc(N2CCOCC2)cc1	-0.6	-1	5	5	-12	0	-5	-3	3	10
Cc1cccc(N2CCN(C(=S)c3ccc(-c4ccccc4[N+](=O)[O-])o3)CC2)c1	0.0	-6	12	-2	8	-15	-21	-3	5	5
Cc1ccc(NC(=O)CN2C(=O)NC(Cc3ccccc3)C2=O)cc1 (stereo unspecified)	0.2	-2	-1	3	23	1	-6	-1	2	5
COc1ccc(NC(=O)c2cc3ccccc3o2)cc1	-0.7	0	-9	2	2	2	8	-1	14	3
Cc1cccc(NC(=O)c2cccnc2)c1	0.0	2	-7	-2	12	1	6	0	-8	-13
COc1cccc(C2NC(=O)c3ccccc3O2)c1OCc1ccccc1F (stereo unspecified)	-1.8	-15	8	-12	9	-16	-39	1	-7	2
O=c1ccc(/C=C/c2ccccc2)nn1Cc1ccc(F)cc1	-3.5	-32	3	0	3	-56	-101	3	-15	-8
COc1ccc(NC(=O)C(Sc2nnc(-c3ccncc3)n2-c2ccccc2C)c2ccccc2)cc1Cl (stereo unspecified)	-0.4	15*	11	-6	-2	11*	28*	4	1	-5
COc1cccc(NC(=O)CSc2nnc(NC(=O)c3ccco3)s2)c1	0.0	2	1	1	-1	-7	-2	-1	-5	6
COc1ccccc1CN1C[C@@H]2C[C@@H](c3[nH]c4c(C)cccc4c3C)N3CCC[C@@]23C1=O	-0.7	-1	-3	-1	6	-2	5	1	-4	-4
Cc1ccc2c(CC(=O)NC3CCCc4ccccc43)coc2c1 (stereo unspecified)	0.4	0	1	4	-4	-1	1	2	7	-2
O=C(NCCN1CCN(c2cccc(Cl)c2)CC1)C1CCCN(S(=O)(=O)c2cnc[nH]2)C1 (stereo unspecified)	-0.3	4	-2	0	1	2	-8	0	-6	-4
Cc1ccn2cc(CCNC(=O)c3ccc(Br)o3)nc2c1	0.3	-1	-2	-1	-3	-6	-14	-4	7	4
Cc1ccc(OCC(=O)Nn2cnnc2)c(Br)c1	0.0	-3	6	-1	11	-1	-2	0	4	-4
Cc1ccc(NS(=O)(=O)c2c(C)noc2C)cc1	0.3	0	0	2	1	1	-3	6	-11	-1
NC(=O)c1c(N)[nH]c(C(=O)c2ccccc2)c1-c1cccc2ccccc12	/	-2	/	-5	/	-27	-6	-2	-8	2
Cc1cccc2cc(C(c3nnnn3C3CCCC3)N3CCOCC3)c(=O)[nH]c12 (stereo unspecified)	-0.2	-4	2	1	8	-1	-4	-1	10	-3
CC(C)OC(=O)CSc1nnc2n1C(C)(C)Cc1ccccc1-2	0.0	-2	11	2	-10	1	0	2	1	2
COc1cccc(C(=O)O)c1OS(=O)(=O)c1ccc(C)cc1	-0.1	-2	5	1	-6	-1	-6	-1	4	-3
O=C(CSCC(=O)N1CCN(c2ccccc2)CC1)Nc1nc(-c2ccc(Cl)s2)cs1	0.7	0	4	-5	16	-6	-5	-3	1	10
CCN(CC(=O)NCc1cccs1)C(=O)CCc1c[nH]c2ccccc12	-0.1	-1	-2	-10	7	-1	0	1	15	-2
CSc1ccc(CNCc2ccc3c(c2)OCO3)cc1	0.5	-2	9	1	-2	-1	-1	5	19	7
COc1ccc(-n2c(=O)c3ccccc3n(Cc3ccc(F)cc3)c2=O)cc1OC	0.2	-2	-2	2	5	0	-4	-2	14	1

Structural class, those above containing two or more sulfur atoms
SMILES	proKLK7 act	ADAM17 inh	ARFGAP1 inhibitor	DDE Tn6 FP inh	ASAP1 inh	PLCg1 inh	ADAM10 inh	LEDGF integ inh	TDP2 absorb	DDE Tn7 FP inh
COc1cccc(NC(=O)CSc2nnc(NC(=O)c3ccco3)s2)c1	0.0	2	1	1	-1	-7	-2	-1	-5	6
O=C(CSCC(=O)N1CCN(c2ccccc2)CC1)Nc1nc(-c2ccc(Cl)s2)cs1	0.7	0	4	-5	16	-6	-5	-3	1	10

Whole records, quoted from the list. Values in the order: proKLK7 act | ADAM17 inh | ARFGAP1 inhibitor | DDE Tn6 FP inh | ASAP1 inh | PLCg1 inh | ADAM10 inh | LEDGF integ inh | TDP2 absorb | DDE Tn7 FP inh
COc1ccc(NC(=O)c2cc3ccccc3o2)cc1 is listed as -0.7 | 0 | -9 | 2 | 2 | 2 | 8 | -1 | 14 | 3
O=C(NCCN1CCN(c2cccc(Cl)c2)CC1)C1CCCN(S(=O)(=O)c2cnc[nH]2)C1 (stereo unspecified) is listed as -0.3 | 4 | -2 | 0 | 1 | 2 | -8 | 0 | -6 | -4
CCN(CC(=O)NCc1cccs1)C(=O)CCc1c[nH]c2ccccc12 is listed as -0.1 | -1 | -2 | -10 | 7 | -1 | 0 | 1 | 15 | -2
Cc1ccc(NC(=O)CN2C(=O)NC(Cc3ccccc3)C2=O)cc1 (stereo unspecified) is listed as 0.2 | -2 | -1 | 3 | 23 | 1 | -6 | -1 | 2 | 5
Cc1ccc2c(CC(=O)NC3CCCc4ccccc43)coc2c1 (stereo unspecified) is listed as 0.4 | 0 | 1 | 4 | -4 | -1 | 1 | 2 | 7 | -2

(cont.)
SMILES	proKLK7 act	ADAM17 inh	ARFGAP1 inhibitor	DDE Tn6 FP inh	ASAP1 inh	PLCg1 inh	ADAM10 inh	LEDGF integ inh	TDP2 absorb	DDE Tn7 FP inh
COc1ccccc1NC(=O)CSc1nc(N)c(C#N)cc1C#N	10	1	-2	9	-6	-5	-7	1	7	-3
O=C(O)c1ccccc1SCc1csc(-c2ccccc2)n1	0.1	-4	22	-2	-2	-3	-10	0	8	0
COCCCNc1nc(SCc2ccccc2)nc2sc3c(c12)CCC3	0.8	-5	3	-2	2	-2	-24	14*	5	4
O=C(CNC(=O)c1ccccc1Cl)N/N=C/c1ccc2c(c1)OCO2	-0.3	2	12	-2	7	2	-3	3	5	4
CCOC(=O)C1(C)CCCN1C(=O)c1cccc(OC)c1 (stereo unspecified)	0.4	-4	11	-3	0	0	-10	-5	-7	4
Cc1ncc(CO)c2cc(C(=O)Nc3cccc(F)c3)c(=Nc3cccc(C(N)=O)c3)oc12	0.1	-7	8	2	3	1	-7	1	6	0
O=C1CCC(=O)N1c1nc2nc(-c3ccccc3)cc(=O)n2[nH]1	0.8	0	-5	2	0	0	1	-2	-2	11
Cc1ccc(-n2nc3c(c2NC(=O)c2ccco2)CS(=O)C3)c(C)c1 (stereo unspecified)	0.5	2	-8	-3	-11	-2	-15	1	9	1
CCc1noc(C)c1C(=O)Nc1ccc(F)c(F)c1F	-0.3	-1	13	2	6	2	-5	1	-5	-4
CCOc1cc(/C=C2\C(=O)N(Cc3ccc(C)cc3)C(C)=C2C(=O)OC)ccc1O	0.4	3	9	-7	5	-7	9	0	-7	-2
C#CCN(C[C@@H]1[C@@H](OC(=O)NCc2ccc(OC)c(OC)c2)[C@@H](OC(=O)NCc2ccc(OC)c(OC)c2)CN(C(=O)OC(C)C)N1C(=O)OC(C)C)S(=O)(=O)c1ccc(C)cc1	0.1	11*	-4	1	4	-2	27*	52*	-1	10
COC(C)c1oc2c(C)c3oc(=O)cc(C)c3cc2c1C (stereo unspecified)	6.8	-81	-4	-8	-3	-201	-202	1	5	5
O=C(NNC(=O)c1cc(-c2ccc(Br)cc2)nc2ccccc12)c1csc(N2CCOCC2)n1	-1.9	5	-12	-2	-5	-13	1	3	1	-4
O=C(NCc1ccc(F)cc1)c1cc2c(cc1Cl)N1CCCCCC1=NS2(=O)=O	-0.2	-6	-10	-9	-11	1	-11	-2	-6	2
CC(C)N(Cc1nccn1C)C(=O)C1CCC(=O)N(CCc2ccccc2)C1 (stereo unspecified)	-0.4	0	-1	7	3	5	-3	4	-5	-7
COc1ccc(CNC(=O)CCNC(=O)N2CC(=O)Nc3ccccc32)cc1	0.3	-6	-5	-3	1	2	-7	-2	3	-8
CC(C)(C)OC(=O)N1CCC(C(=O)N2CCOCC2)CC1	0.0	-4	11	-5	10	1	-7	0	3	3
CCOc1ccc(/C=C(\C#N)C(=O)Nc2cccnc2)cc1	0.8	-1	0	6	11	-3	-7	0	-5	1
COc1ccc(-n2c(SCC(=O)Nc3ccc4c(c3)OCCO4)nnc2-c2ccccc2)cc1	0.2	0	/	-2	/	0	0	0	2	-2
CCOP(=O)(OCC)c1nc(-c2cccc3ccccc23)oc1NCCc1ccc(OC)cc1	-125	i	2	-13	-6	i	i	-1	0	-4
O=C(Cn1c(C(=O)OCCO)cc2ccccc21)c1ccccc1	-0.1	-8	-5	-9	-11	-5	-5	3	-2	0
Cc1cc(=O)[nH]c(N/N=C/c2cc(C)n(CC(F)(F)F)c2C)n1	-0.2	-4	0	-4	5	-2	5	-2	-2	5
COc1ccc(Br)cc1C(=O)N/N=C/c1ccc([N+](=O)[O-])cc1	0.1	1	1	-1	5	0	-2	0	-3	-6

Some of these compounds in order of the ADAM17 inh value, low to high:
SMILES,ADAM17 inh
Cc1ncc(CO)c2cc(C(=O)Nc3cccc(F)c3)c(=Nc3cccc(C(N)=O)c3)oc12,-7
CC(C)(C)OC(=O)N1CCC(C(=O)N2CCOCC2)CC1,-4
CCOc1ccc(/C=C(\C#N)C(=O)Nc2cccnc2)cc1,-1
